High-throughput results (PubChem BioAssay)
HT1080 cytotoxicity = HT1080 cell viability loss – fluorescence readout (AID 620) | HT1080 viability, fluorescence; higher % means a stronger effect | cytotoxicity, % at 10 µM, or EC50 in µM where a hit was titrated | actives 0.42% (n = 87,000); in the data active = cytotoxicity above about 50%;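 note: cells exposed to compound overnight then 4 h with Alamar Blue; 0% = vehicle DMSO and 100% = killing control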
Active calls of the source: *. An excerpt; rates above refer to the full screens.

SMILES	HT1080 cytotoxicity
CCOc1ccc(NC(=O)CNC(=O)c2cn(-c3ccccc3OC)c(=O)c3ccccc23)cc1	9.8%
CCC(C)N1CCN(C(=O)c2cccs2)CC1 (stereo not drawn)	4.6%
CN1C(=O)CC(C(=O)O)SC1=Nc1cc(Cl)c(O)c(Cl)c1 (stereo not drawn)	-0.6%
Cc1ccc(S(=O)(=O)N2CCC(C(=O)Nc3ccc4c(c3)OCO4)CC2)cc1	1.5%
CCn1c(C)nc2cc(S(=O)(=O)C(F)F)ccc21	-19.0%
COc1ccccc1CN(Cc1nc2ccccc2c(=O)[nH]1)C(=O)Nc1ccccc1C	2.7%
C=C(C)CSc1nnc2n(Cc3ccccc3)c(=O)c3c4c(sc3n12)CCC4	-5.1%
CC1(C)N=C(SCC(=O)Nc2ccc(Cl)cc2)C(c2ccccc2)=N1	-1.7%
CN(C)/C=N/c1cc(=O)[nH]c(=O)n1CC1CC1	17.5%
CC(=O)c1cn(CC(=O)Nc2c(C)cccc2C)c2ccccc12	-4.6%
Cc1cc(OCCOCCNC(C)C)cc(C)c1Cl	25.6%
CC1(C)CC(=O)c2cc3c(N)c(C(=O)NCc4ccccc4)sc3nc2C1	-5.4%
CCCCc1nc(NCCNC(=O)c2ccccc2)c(C#N)c2c1CSC(C)(C)C2	22.3%
Cc1ccc(SCC(=O)NC(C)(C)C)cc1	-3.3%
Cc1cc(C)c2c3c(cn2n1)c(=O)n(C)c(=O)n3C	-1.7%
COC(=O)c1ccc(NC(=O)CN(Cc2ccc(Cl)cc2)S(C)(=O)=O)cc1	-1.9%
COc1ccc(C(=S)N2CCN(C)CC2)cc1	5.3%
CCN(CC)CCCN=Cc1c(O)n(Cc2ccccc2)c(=O)c2ccccc12	-3.6%
CCCCCC/C(=N\NS(C)(=O)=O)c1ccccc1	1.6%
O=C(c1ccncc1)N1CCN(c2cccc(C(F)(F)F)c2)CC1	-7.0%
CCOC(=O)c1c(C)oc2cc(Br)c(OCC(N)=O)cc12	2.5%
COC(=O)[C@H]1C[C@@H]1[C@H](NC(=O)[C@@H]1CCCN1C(=O)OC(C)(C)C)c1ccccc1	10.8%
CCOc1ccc(CNc2ncnc(N)n2)cc1	-14.8%
Cc1ccccc1CNC(=O)c1ccccc1C	-4.7%

Given as labelled records: entries from further up.
> O=C(c1ccncc1)N1CCN(c2cccc(C(F)(F)F)c2)CC1
- HT1080 cytotoxicity: -7.0%
> CCOC(=O)c1c(C)oc2cc(Br)c(OCC(N)=O)cc12
- HT1080 cytotoxicity: 2.5%
> COC(=O)[C@H]1C[C@@H]1[C@H](NC(=O)[C@@H]1CCCN1C(=O)OC(C)(C)C)c1ccccc1
- HT1080 cytotoxicity: 10.8%
> CCOc1ccc(CNc2ncnc(N)n2)cc1
- HT1080 cytotoxicity: -14.8%

Other structures follow.
SMILES	HT1080 cytotoxicity
CC(C)CC(=O)Nc1cccc2c1C(=O)N(c1ccccc1)C2=O	10.1%
CCOC(=O)c1c(-c2ccccc2)oc2ccc(OC)cc12	4.3%
CCCCCOc1ccc(N2C(=O)C3C4C=CC(C3C2=O)N(C)C4=O)cc1 (stereo not drawn)	4.6%
Cc1cccc(-c2cc3nc(-c4ccccc4)cc(N4CCC5(CC4)OCCO5)n3n2)c1	-10.3%
O=C(NCCCN1CCCC1)c1ccc(CSCc2cccc(Cl)c2)o1	-16.1%
CCOC(=O)NC(=O)/C(C#N)=N/Nc1c(F)cccc1F	6.6%
O=C(NC1CCCCC1)C1Cc2ccccc2CN1S(=O)(=O)c1ccc(F)cc1 (stereo not drawn)	0.2%
CCN(CC)CCn1c(NCc2cc(OC)ccc2OC)nc2ccccc21	-3.4%
Cc1onc(-c2ccccc2)c1-c1nc2ccccc2c(=O)o1	24.5%
COc1ccc(CC(=O)NNC(=S)Nc2ccc(Br)cc2)cc1	-2.0%
Cc1ccc(NC(=O)C2COc3ccccc3O2)nc1 (stereo not drawn)	2.2%
COC(=O)C(NC(C)=O)(Nc1sc2c(c1C(N)=O)CCCC2)C(F)(F)F (stereo not drawn)	-0.1%
Fc1ccc(CSc2nc3ccccc3[nH]2)cc1	14.8%
CC(=O)NCCn1c(SCC(=O)NCCC(C)C)nc2ccccc2c1=O	-3.9%
CCOC(=O)c1c(NC(=O)c2cccnc2)sc(C)c1C	-1.5%
COc1cc(OC)cc(C(=O)NCCNC(=O)c2ccco2)c1	-6.9%
Cc1ccc(NC(=O)CCn2cccc2)cc1	-11.4%
Cc1nc(N(C)Cc2ccccc2)c2nnn(Cc3ccccc3)c2n1	-9.7%
C=CCNCC#CCOc1ccc(OC)cc1	4.8%
Cc1[nH]nc(N2CCCCCC2)c1[N+](=O)[O-]	16.2%
CCCCc1ccc(NC=C2C(=O)OC3(CCCCC3)OC2=O)cc1	-4.8%
COc1ccc(-c2nn(CC(=O)Nc3ccc(Cl)c(Cl)c3)c(=O)c3ccccc23)cc1	-4.0%
CCOc1ccc(C2C(C(=O)c3ccco3)=C(O)C(=O)N2CCN(C)C)cc1 (stereo not drawn)	-3.6%
Cc1c(NC(=O)c2ccccc2NS(=O)(=O)c2ccc(Br)cc2)c(=O)n(-c2ccccc2)n1C	-9.7%
Cc1cc(NC(=O)C2CCCN2C(=O)Nc2c(C)cccc2C)ccc1-n1cnnn1 (stereo not drawn)	-14.9%
COc1ccc(NC(=O)CSc2nnc(-c3ccccn3)n2-c2ccccc2)cc1OC	-8.8%
COc1ccc(-c2nc(-n3c(C)c(C(C)=O)c(C(C)=O)c3C)sc2C)cc1	-0.3%
CC1(C)CC(=S)Nc2ccccc2S1	3.2%
COCCNC(=O)c1cc(-c2cccnc2)nc2ccc(Br)cc12	-10.7%
Cc1ccnc(NC(=O)CCC(=O)N(CC(=O)NCc2ccccc2)c2ccc3c(c2)OCO3)c1	-6.9%
COc1ccc(C2Oc3ccccc3C3=C2C(c2cccs2)n2ncnc2N3)cc1 (stereo not drawn)	31.9%
Cc1ccccc1C(=O)N1CCN(c2ccccn2)CC1	0.1%
COc1ccc(N(CC(=O)NCCC2=CCCCC2)S(C)(=O)=O)cc1	-4.7%
O=C(NCCC1=CCCCC1)NC12CC3CC(CC(C3)C1)C2	-16.4%
CCCN1CCN(CCCNC(=O)CCNC(=O)Cn2ccc3ccccc3c2=O)CC1	-0.7%
Cc1ccc(S(=O)(=O)NCC(=O)NCc2ccncc2)cc1	5.5%
COc1cc(NC(=O)C2CCN(S(=O)(=O)c3cnc[nH]3)CC2)cc(OC)c1OC	-0.4%
C/C(=N/NC(=O)c1cc2ccccc2cc1O)C1C(=O)c2ccccc2C1=O	23.9%
CC(C)(C)N1C(=O)c2ccccc2NC(=O)N1Cc1ccccc1	3.8%
Cc1cc(NC(=O)CCC(=O)N(CC2CCCO2)C(C(=O)NC2CCCC2)c2cccnc2)no1 (stereo not drawn)	5.0%
O=C1CCC([N+](=O)[O-])C(c2ccccc2Cl)N1 (stereo not drawn)	4.7%
Cc1cc(NC(=O)c2ccccc2Cl)no1	0.2%
CC(C)(C)C1CCc2c(sc(NC(=O)c3cccs3)c2C(N)=O)C1 (stereo not drawn)	7.1%
Cc1cc2ncn(CCOc3ccccc3)c2cc1C	-12.9%
CCCOC(=O)c1ccc(NC(=O)Oc2ccccc2)cc1	2.8%
CC(C(=O)O)n1c(C(F)(F)F)nc2ccccc21 (stereo not drawn)	5.4%
Cn1c(C(=O)OC(C(=O)NCc2ccco2)c2ccncc2)cc2sccc21 (stereo not drawn)	-7.6%
CCCCSc1nc2sc3c(c2c(=O)[nH]1)CCC3	-22.4%
CCCn1c(=N)c(C(=O)NC2CCCC2)cc2c(=O)n3cccc(C)c3nc21	9.1%
C=CCc1c(C)nc(N)[nH]c1=O	-5.8%
Cc1ccc(C(=O)NCc2ccco2)cc1S(=O)(=O)Nc1cccc(C)c1C	-3.1%
Cc1nn(C2CCS(=O)(=O)C2)c(Cl)c1/C=C/C(=O)OCC(=O)Nc1ccccc1OC(F)F (stereo not drawn)	-3.8%
Cc1ccc(-c2n[nH]c(=S)n2/N=C/C=C\c2ccccc2[N+](=O)[O-])cc1	-15.6%
O=C(NCc1ccco1)c1sc2cc(F)ccc2c1Cl	-6.9%
CCC(C)C(NC(=O)C(C)NC(=O)CNC(=O)CNC(=O)OCc1ccccc1)C(=O)OC (stereo not drawn)	-4.2%
CCC1=C2CC[C@H]3C(=O)N(CC(=O)OC)C(=O)[C@H]3[C@H]2[C@@]2(C)C(=NCC(=O)OC)OC(=O)N2C1=O	7.0%
CCSc1nc2ccc(OC)cc2cc1C#N	8.3%
COc1cccc(-c2nnc(SCC(=O)NCc3ccc4c(c3)OCO4)n2Cc2ccco2)c1	10.6%
O=C(Nc1ccc2c(c1)OCO2)c1ccc(Cl)s1	1.1%
CCc1cc2c(SCC(=O)c3ccc(Cl)s3)ncnc2s1	-12.3%

Three compounds out of the list, ordered by length of the SMILES, low to high:
SMILES	HT1080 cytotoxicity
O=C(NCc1ccco1)c1sc2cc(F)ccc2c1Cl	-6.9%
CCCn1c(=N)c(C(=O)NC2CCCC2)cc2c(=O)n3cccc(C)c3nc21	9.1%
COc1cccc(-c2nnc(SCC(=O)NCc3ccc4c(c3)OCO4)n2Cc2ccco2)c1	10.6%

Remaining list, next part.
SMILES	HT1080 cytotoxicity
CCOc1ccccc1C(=O)OCC(=O)Nc1ncc(C(F)(F)F)cc1Cl	-10.3%
CCOC(=O)c1cnn(-c2ccccc2)c1-c1ccccc1	-7.7%
Cc1cccc(-n2nnc3cnn(C)c3c2=O)c1	-5.3%
Cc1ccc2oc(-c3cccc(NC(=O)c4cc(-n5cnnc5)ccc4Cl)c3)nc2c1	-7.6%
O=C(NCCc1c[nH]c2ccccc12)Nc1cccc2ccccc12	-0.8%
C=C(C)C(=O)Nc1ccc(OC(F)(F)C(F)F)c(NC(=O)C(=C)C)c1	-4.5%
C=CCN(N=Nc1cccc([N+](=O)[O-])c1)c1cccc([N+](=O)[O-])c1	11.4%
CCCc1nnc(SCC(=O)N2CCOCC2)n1C	-4.3%
S=C1NC(c2ccccc2)=NCN1c1ccc(Br)cc1	-1.4%
Cc1ccccc1NC(=O)COC(=O)CN1C(=O)NC(C)(C)C1=O	0.5%
COc1ccc(C(C)=O)c(OC(=O)c2ccco2)c1	-6.9%
COc1ccc(Cl)cc1NC(=O)C(C)Sc1n[nH]c(N)n1 (stereo not drawn)	-5.8%
CCCN1Cc2cccc(C(=O)Nc3ccc(C)cc3)c2C1=O	-2.1%
O=C(CCC1CCCC1)NC1CCCCC1	-4.3%
COc1ccc(Cc2nnc(NC(=O)Cn3cnc4c3c(=O)n(C)c(=O)n4C)s2)cc1OC	-6.0%
O=c1[nH]c2ccccc2n1Cc1ccc(Cl)cc1	-11.9%
COc1ccc(CCNC(=O)COC(=O)c2cnc(C)cn2)cc1	0.4%
O=C(CSc1nc(-c2ccccc2)c(-c2ccccc2)[nH]1)N1CCN(S(=O)(=O)c2ccccc2)CC1	-8.4%
O=C(NCc1ccc2c(c1)OCO2)c1ccc(S(=O)(=O)N2CCCCC2)cc1	2.7%
COc1ccc(-c2cc(C(F)F)n3ncc(C(=O)N4CCCCC4)c3n2)cc1	14.2%
Cc1cccc(C(=O)O/N=C(\N)c2ccc(Br)cc2)c1	-0.5%
C=CCc1c(C)nc(C)nc1N/N=C/c1ccccc1O	-1.9%
COC(=O)Cn1c2ccc(C)cc2c2nc(C)sc21	-3.1%
COc1cc(=O)n2c(n1)SCCC2	-9.5%
CCOC(=O)C1=C(CCc2ccccc2)NC(=O)NC1c1ccc2ccccc2c1 (stereo not drawn)	-18.2%
Cc1ccc(CSc2nc3c(cc2C#N)CCC3)cc1	1.2%
C=CCSc1nnc2c(n1)OC(c1ccccn1)N(C(C)=O)c1ccccc1-2 (stereo not drawn)	4.3%
C=C(C)CNC(=S)/N=c1\scc(C)n1CC	-23.7%
Cc1cnc(NC(=O)Cc2c[nH]c3ccccc23)s1	-8.0%
O=C(Nc1nnc(-c2ccc(Cl)cc2)o1)NC1CCCCC1	-0.7%
CCOC(=O)C1=C(C)OC(N)=C(C#N)C1c1cc(F)ccc1F (stereo not drawn)	10.1%
NS(=O)(=O)c1ccc(CCNC(=O)Nc2ccc(Cl)c(Cl)c2)cc1	2.4%
O=C(N1CCOCC1)n1cnc2ccccc21	-9.2%
CCOC(=O)CNC(=O)C1c2ccccc2C(=O)N(c2ccc(OC)cc2)C1c1ccc(OC)cc1 (stereo not drawn)	-1.4%
CCN(CC)S(=O)(=O)c1cccc(C(=O)NC(Cc2c[nH]c3ccccc23)c2nnc3n2CCCCC3)c1 (stereo not drawn)	-19.2%
CC(=O)c1ccc(NS(=O)(=O)Cc2ccc(Cl)cc2)cc1	27.4%
CCOc1ccc(S(=O)(=O)Nc2ccccn2)c2ccccc12	-6.1%
COc1ccc(C(=O)Nc2nc3ccc(S(C)(=O)=O)cc3s2)cc1	-4.9%
CCOc1ccc(-c2nnc(-c3cccs3)o2)cc1	-13.1%
Cc1nnc(NC(=O)Cn2cnc3c2c(=O)n(C)c(=O)n3C)s1	-6.1%
CCOc1ccccc1C(=O)N1CCOCC1	-16.5%
CCN(CC)CC(=O)Nc1nc(-c2ccc(Cl)cc2)cs1	28.9%
CCN1CCN(c2cc(-c3ccccc3)nc3cc(-c4cccc(F)c4)nn23)CC1	-5.9%
CCCCN1C(=O)C2NN=C(C(=O)OCC)C2C1=O (stereo not drawn)	2.4%
C=CCSc1nnc(NC(=O)COc2ccc3ccccc3c2)s1	-12.8%
CN1CCOCCOCCN(C)C1=O	9.3%
Cc1cc2cc(C(c3nnnn3C3CCCC3)N(Cc3cccnc3)Cc3ccco3)c(=O)[nH]c2cc1C (stereo not drawn)	3.6%
